APJ antagonist – APJ receptor antagonism; P35414; CHO-K1 APJ beta-arrestin complementation, luminescence; inhibition, % at 20 µM; 0.32% of 330,000 active; AID 2521;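 active means inhibition above about 40% at 20 µM, limit read from the data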;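 further: cells challenged with 10 nM apelin-13 agonist together with compound; plate controls were apelin-13 plus DMSO wells for no effect and DMSO wells lacking apelin-13 for full effect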
Jurkat NFkB inh – inhibitors of the PMA/ionomycin-induced NF-kB reporter in Jurkat cells | PMA/ionomycin-induced NF-kB luciferase reporter, luminescence | inhibition, % at 4 µM | 0.53% of 330,000 active; in the data active means inhibition above about 50%
APJ ag – activates the human apelin receptor APJ; activation, % at 20 µM; 0.11% of 330,000 active; AID 2520; CHO-K1 APJ PathHunter beta-arrestin, luminescence; 0% DMSO wells, 100% apelin; P35414;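 active means activation more than six SD over the plate average, tested at 20 µM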;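 further: 0% = DMSO alone and 100% = apelin-13 at 10 nM; some results filed as inactive read as strong as hits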
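Assay system: CHO-K1 APJ beta-arrestin complementation cell line / Compound: single test compound dose, 20 µM final, 1% DMSO / Times: overnight seeding, 90 min compound at 25 °C, 1 h detection / Technique: beta-gal luminescence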
UPR XBP1 act – activators of adaptive arm of unfolded protein response (XBP1). CHO-XBP1 luciferase reporter, IRE1-XBP1 UPR activation, luminescence; percent of tunicamycin response, DMSO as zero. activation, % at 20 µM. 0.33% of 330,000 active. AID 463104;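 active means versus positive control, 20 µM dose yields 30% or more activation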;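 further: 100% = tunicamycin at 10 µg/mL and 0% = DMSO only wells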
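Material: CHO cell line with stable XBP1 luciferase reporter; schedule: 16-18 h cell attachment at 37 °C, then 6 h compound exposure; signal: glow luminescence from Steady-Glo reagent; medium: serum-containing F12 medium, 10% FBS; benchmarks: tunicamycin 10 µg/mL and vehicle-only wells; read-out: percent activation relative to tunicamycin reference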
Mdm2-MdmX inh – inhibitors of human Mdm2/MdmX interaction. O15151+Q00987. AID 485346. 3% of 330,000 active. inhibition, % at 8 µM. SaOS-2 split-luciferase Mdm2/MdmX complementation, luminescence;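 active means inhibition of at least 50% at 8 µM in the primary screen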
Target sequence (O15151 whole entry, looked up): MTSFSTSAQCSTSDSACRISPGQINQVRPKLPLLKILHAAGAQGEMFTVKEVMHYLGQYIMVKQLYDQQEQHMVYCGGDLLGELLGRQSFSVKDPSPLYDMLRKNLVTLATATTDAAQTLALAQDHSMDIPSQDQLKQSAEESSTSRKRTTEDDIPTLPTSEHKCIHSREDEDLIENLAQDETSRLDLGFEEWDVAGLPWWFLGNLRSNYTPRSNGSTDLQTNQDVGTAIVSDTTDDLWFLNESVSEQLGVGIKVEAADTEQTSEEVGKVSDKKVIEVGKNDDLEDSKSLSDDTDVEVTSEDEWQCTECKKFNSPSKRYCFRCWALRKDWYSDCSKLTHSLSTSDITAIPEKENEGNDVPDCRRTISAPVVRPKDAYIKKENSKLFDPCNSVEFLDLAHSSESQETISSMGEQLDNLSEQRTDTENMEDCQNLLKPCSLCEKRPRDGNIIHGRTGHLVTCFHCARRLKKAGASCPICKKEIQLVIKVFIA
Target sequence (Q00987 whole entry, looked up): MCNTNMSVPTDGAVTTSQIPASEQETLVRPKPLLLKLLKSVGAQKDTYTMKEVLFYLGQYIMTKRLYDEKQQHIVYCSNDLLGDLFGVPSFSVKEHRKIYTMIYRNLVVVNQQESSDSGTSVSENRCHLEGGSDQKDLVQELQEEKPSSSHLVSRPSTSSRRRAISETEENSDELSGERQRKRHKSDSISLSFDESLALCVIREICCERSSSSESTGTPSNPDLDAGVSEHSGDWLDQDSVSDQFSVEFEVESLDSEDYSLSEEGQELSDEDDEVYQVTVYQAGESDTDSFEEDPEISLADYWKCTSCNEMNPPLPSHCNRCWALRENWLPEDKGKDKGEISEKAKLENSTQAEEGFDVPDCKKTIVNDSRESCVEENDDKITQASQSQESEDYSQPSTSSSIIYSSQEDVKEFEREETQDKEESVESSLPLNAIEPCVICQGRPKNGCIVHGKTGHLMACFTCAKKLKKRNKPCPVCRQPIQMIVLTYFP
UPR CHOP act – apoptotic UPR (CHOP) activation | activation, % at 10 µM | CHO-CHOP luciferase reporter, luminescence; percent of tunicamycin response over DMSO baseline | 0.34% of 330,000 active;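 active means at 10 µM dose, activation of 40% or more, normalized to positive control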;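 further: 100% = tunicamycin at 10 µg/mL and 0% = DMSO alone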
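Evaluation: % reporter activation, DMSO baseline versus tunicamycin full activation; System: CHO-CHOP luciferase reporter cell line; Input: 500 cells/well; Incubation: 6 h compound treatment, 37 °C; Measured by: Steady-Glo luciferase luminescence; Dosing: one dose, 10 µM in 0.5% DMSO; Buffer or medium: F12 medium, 10% FBS; Benchmarks: positive tunicamycin 10 µg/mL, negative DMSO alone.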
697 NFkB inh – inhibitors of the PMA/ionomycin-induced NF-kB reporter in 697 B cells. 697 B-cell NF-kB luciferase reporter, 16 h. inhibition, % at 4 µM. 0.33% of 330,000 active; in the data active means inhibition above about 35%
tim23-1 inh – tim23-1 yeast growth inhibition; AID 463212; S. cerevisiae tim23-1 growth, BacTiter-Glo luminescence, 24 h; inhibition, % at 20 µM; 1.3% of 330,000 active;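 active means growth inhibition of the mutant yeast at or above 50%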;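 further: temperature-sensitive mutant grown at 25 °C; plate controls were DMSO-treated mutant yeast for no effect and medium wells lacking yeast for full effect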
* marks the source's active call; other numbers are inactive results. Compounds as they come, and some 5% of all compounds hit somewhere here.

| No. | SMILES | APJ antagonist | Jurkat NFkB inh | APJ ag | UPR XBP1 act | Mdm2-MdmX inh | UPR CHOP act | 697 NFkB inh | tim23-1 inh |
| --- | --- | --- | --- | --- | --- | --- | --- | --- | --- |
| 1 | O=C(c1cc2ccccc2oc1=O)N1CCN(S(=O)(=O)c2ccccc2)CC1 | -22 | 4 | -2 | 0 | 1 | 1.0 | 11 | 20 |
| 2 | O=C(NCCCN1CCOCC1)C(=O)NCCc1ccccc1 | 5 | -1 | -2 | 2 | -16 | 0.4 | 13 | 2 |
| 3 | COc1cccc(CNc2ccccc2O)c1OCc1ccccc1F | -57 | 5 | 5 | -2 | 13 | 1.3 | -14 | 49 |
| 4 | Cc1ccc(-n2nnnc2SCC(=O)Nc2ccc3c(c2)COC3=O)cc1C | 5 | 28 | -2 | 5 | 51* | 1.8 | 10 | -24 |
| 5 | CC(Sc1nnc(-c2cccnc2)n1N)C(=O)N1CCOCC1 (stereo not drawn) | 20 | -11 | 2 | 0 | -11 | 0.1 | 10 | -9 |
| 6 | COc1cccc(NC(=O)Cc2c(C(=O)O)[nH]c3ccccc23)c1 | -3 | -1 | -6 | -4 | 13 | -2.6 | -6 | -2 |
| 7 | COc1ccc(S(=O)(=O)N2CCN(C3CCCC(C)C3)CC2)cc1 (stereo not drawn) | 13 | 15 | 0 | -2 | 4 | -1.7 | 2 | 7 |
| 8 | CCOC(=O)C1CCN(c2cc3c(cc2NC(=O)c2ccccc2)n(C)c(=O)n3C)CC1 | -12 | -11 | 6 | -7 | 24 | 2.5 | 0 | 36 |
| 9 | COc1ccccc1-c1nc(-c2ccc(C(=O)O)cc2)no1 | -43 | -1 | 5 | 1 | -4 | -0.4 | -18 | 3 |
| 10 | CN(C)C(=O)Cn1c(SCC(=O)N2CCCc3ccccc32)nc2ccccc21 | 17 | -11 | 0 | 0 | 3 | 1.4 | 15 | 10 |
| 11 | C[C@H](CO)N1C[C@H](C)[C@@H](CN(C)Cc2ccc(Oc3ccccc3)cc2)Oc2c(NC(=O)c3ccncc3)cccc2C1=O | -16 | 22 | 0 | 0 | 25 | -0.4 | 15 | 29 |
| 12 | O=C(CC(c1ccccc1)c1ccccc1)NCCOCc1ccccc1 | -5 | -2 | -4 | -3 | 5 | -1.8 | -12 | 22 |
| 13 | O=C1c2ccccc2C(=O)N1CC#CCN1CCN(C2CCCCC2)CC1 | 5 | -14 | -3 | -4 | -5 | -0.1 | -8 | -2 |
| 14 | COc1cc2c(cc1OC)C(=O)N1[C@H]3c4cc(Cl)ccc4OC[C@@H]3[C@H](c3ccccc3)[C@]1(C)C(=O)N2 | -1 | 16 | 8 | 0 | 37 | 4.0 | 1 | 6 |
| 15 | CCn1cc(C(=O)N2CCCC2)c(=O)c2cc(S(=O)(=O)N3CCOCC3)ccc21 | 9 | 7 | -3 | -1 | 16 | 1.2 | 21 | 7 |
| 16 | CCc1nc(SCc2ccc(OCC(C)C)cc2)n[nH]1 | -12 | -30 | 0 | -2 | -27 | 5.8 | -62 | 41 |
| 17 | O=C1C=C(c2cccc(Br)c2)C[C@@H](c2ccc(Cl)cc2)C1 | 7 | 5 | -4 | 2 | 9 | 1.8 | 14 | 25 |
| 18 | CC(OC(=O)COc1ccccc1[N+](=O)[O-])C(=O)Nc1ccc(N2CCOCC2)cc1 (stereo not drawn) | -10 | -2 | -1 | -5 | 24 | 1.6 | 0 | -1 |
| 19 | Cc1cccc(N2CCN(C(=O)CCn3c(=S)[nH]c4cc5c(cc4c3=O)OCO5)CC2C)c1 (stereo not drawn) | 11 | 1 | 0 | 4 | 32 | 7.1 | 5 | 30 |
| 20 | CCC(C)NC(=O)c1[nH]c(C)c(C(=O)OC)c1C (stereo not drawn) | -9 | -4 | -1 | 0 | 30 | -0.9 | 24 | 15 |

Taken from above:
no. 2 @ Mdm2-MdmX inh: -16
no. 6 @ tim23-1 inh: -2
no. 12 @ Jurkat NFkB inh: -2

Entries listed so far shown as hits in Mdm2-MdmX inh.
No.	mol	APJ antagonist	Jurkat NFkB inh	UPR XBP1 act	Mdm2-MdmX inh	697 NFkB inh
4	Cc1ccc(-n2nnnc2SCC(=O)Nc2ccc3c(c2)COC3=O)cc1C	5	28	5	51*	10

Returning to the listing; the 5 compounds before the break are reprinted first.
| No. | SMILES | APJ antagonist | Jurkat NFkB inh | APJ ag | UPR XBP1 act | Mdm2-MdmX inh | UPR CHOP act | 697 NFkB inh | tim23-1 inh |
| --- | --- | --- | --- | --- | --- | --- | --- | --- | --- |
| 16 | CCc1nc(SCc2ccc(OCC(C)C)cc2)n[nH]1 | -12 | -30 | 0 | -2 | -27 | 5.8 | -62 | 41 |
| 17 | O=C1C=C(c2cccc(Br)c2)C[C@@H](c2ccc(Cl)cc2)C1 | 7 | 5 | -4 | 2 | 9 | 1.8 | 14 | 25 |
| 18 | CC(OC(=O)COc1ccccc1[N+](=O)[O-])C(=O)Nc1ccc(N2CCOCC2)cc1 (stereo not drawn) | -10 | -2 | -1 | -5 | 24 | 1.6 | 0 | -1 |
| 19 | Cc1cccc(N2CCN(C(=O)CCn3c(=S)[nH]c4cc5c(cc4c3=O)OCO5)CC2C)c1 (stereo not drawn) | 11 | 1 | 0 | 4 | 32 | 7.1 | 5 | 30 |
| 20 | CCC(C)NC(=O)c1[nH]c(C)c(C(=O)OC)c1C (stereo not drawn) | -9 | -4 | -1 | 0 | 30 | -0.9 | 24 | 15 |
| 21 | Cc1ccc(-n2ncc3c(NCCCN4CCCC4=O)ncnc32)c(C)c1 | 11 | -3 | 0 | -4 | -9 | 2.6 | 9 | -21 |
| 22 | c1ccc(CNc2c3c(nc4ncnn24)CCC3)cc1 | -22 | 5 | -3 | 0 | 18 | -1.0 | 1 | 4 |
| 23 | Cc1cc(C)cc(N(CCC#N)C(=O)CN2C(=O)NC3(CCCC3)C2=O)c1 | -11 | -21 | 1 | -4 | 8 | -0.1 | 12 | 16 |
| 24 | CCOC(=O)CC(=O)CSc1nc(-c2cccnc2)cc(C)c1C#N | 7 | -5 | 1 | -1 | -3 | -7.3 | -4 | 18 |
| 25 | O=C(Cn1c(-c2cscn2)nc2ccccc21)Nc1cc(F)ccc1F | 6 | -13 | -4 | 0 | -2 | 0.9 | -14 | -6 |
| 26 | CCOc1ccc(S(=O)(=O)c2cn(C)c3cc(OC)c(OC)cc3c2=O)cc1 | -8 | -16 | 0 | 0 | -14 | -0.4 | -10 | -7 |
| 27 | Cc1ccc(Cl)cc1NC(=O)COC(=O)Cn1cnc2c1c(=O)n(C)c(=O)n2C | -15 | 4 | -1 | -1 | 24 | 5.2 | 11 | 17 |
| 28 | CCc1cc2cccc(C)c2nc1SCC(=O)Nc1cc(C)on1 | -25 | -4 | -1 | -2 | 20 | 2.9 | -26 | 0 |
| 29 | Cc1c(C)n(C)c2ccc(C(=O)NCCCN3CCCCC3)cc12 | -18 | -2 | 12 | -4 | 14 | 1.7 | -15 | 16 |
| 30 | Cc1sccc1/C=N/NC(=O)c1cccc2ccccc12 | 4 | 6 | -2 | -1 | 3 | 2.3 | 3 | -13 |
| 31 | O=C(CSc1ccc(-c2ccccn2)nn1)Nc1ccc(F)c(F)c1 | -11 | 34 | 17 | -2 | 67* | 2.8 | 3 | 17 |
| 32 | O=C(CNC(=O)C1COc2ccccc2O1)N/N=C/c1ccc(O)cc1O (stereo not drawn) | -10 | 16 | 0 | 0 | 51* | -3.3 | -6 | -16 |
| 33 | CC1(C)CC(=O)C=C(Nc2ccccc2C#N)C1 | -14 | -74 | 1 | -2 | 11 | 1.2 | -191 | 15 |
| 34 | Cc1[nH]c(=O)[nH]c(=O)c1S(=O)(=O)NCC12CC3CC(CC(C3)C1)C2 | 12 | 2 | -2 | -1 | 9 | -1.2 | 3 | 3 |
| 35 | COCCCNC(=O)[C@H](Cc1c[nH]c2ccccc12)NC(=O)OCc1ccccc1 | 13 | 0 | -3 | -1 | 11 | -0.3 | 5 | 7 |
| 36 | CNC(=O)N(O)C1N(/N=C/c2ccccc2O)C(=S)SC1(C)C (stereo not drawn) | -14 | -8 | -3 | 0 | 20 | 1.0 | -3 | 4 |
| 37 | COc1ccc(CNC(=O)CCNS(=O)(=O)c2cccc3nsnc23)cc1 | 7 | 24 | -3 | -3 | -4 | 0.1 | 5 | 2 |
| 38 | Cc1nn(CCC(=O)N2CCN(S(=O)(=O)c3ccccc3)CC2)c(C)c1C | 3 | 8 | -1 | -5 | 3 | 0.6 | 19 | 13 |
| 39 | CCOC(=O)CC(=O)CSc1nc2sc(C)cc2c(=O)n1Cc1ccco1 | 12 | 11 | 0 | -2 | 6 | -0.5 | 1 | 37 |
| 40 | CSCCC(NS(=O)(=O)c1ccc(Cl)cc1)C(=O)OCC(=O)c1c(C)[nH]c2ccccc12 (stereo not drawn) | -21 | -12 | 5 | 0 | 3 | -1.6 | -8 | 21 |
| 41 | CCc1[nH]nc(C(=O)N2CCCC(N3CCN(c4ccccc4C)CC3)C2)c1C (stereo not drawn) | -7 | -8 | 12 | -8 | -11 | 1.0 | -4 | 12 |
| 42 | Cc1ccc(S(=O)(=O)N2CCN(C(=O)CSC(=S)N3CCCC3)CC2)c(C)c1 | 8 | -3 | -4 | -3 | -9 | 3.7 | -12 | 31 |
| 43 | CC(=O)c1ccc(NC(=O)/C=C/c2ccc(C)cc2)cc1 | -15 | -23 | 2 | 2 | -28 | 1.8 | 2 | 9 |
| 44 | COC(=O)c1cc(OC)c(OC)c(OC)c1[N+](=O)[O-] | 9 | 6 | 2 | 1 | 9 | 3.6 | 17 | 0 |
| 45 | COCCOC(=O)c1c(NC(=O)CSc2cccc[n+]2[O-])sc(C(N)=O)c1C | 8 | -4 | -3 | -2 | -30 | 0.3 | 12 | 5 |
| 46 | O=C(O)c1cccc(Nc2c3ccccc3nc3ccccc23)c1 | -2 | -11 | -3 | -5 | 0 | 4.4 | -17 | -5 |
| 47 | CCc1ccc(N2C(=O)C3ON(c4ccccc4)C(c4ccco4)C3C2=O)cc1 (stereo not drawn) | 12 | 13 | -3 | -3 | 7 | 0.2 | 12 | 40 |
| 48 | CONC(=O)c1cc(OCC(F)(F)F)ccc1OCC(F)(F)F | 5 | -9 | -2 | 1 | 13 | 0.9 | 6 | 8 |

Along the list, from the results shown.
Nos. 41–47 in 697 NFkB inh: -4, -12, 2, 17, 12, -17, 12
Nos. 41–47 in APJ ag: 12, -4, 2, 2, -3, -3, -3
